GCN5L2 inh = GCN5L2 (KAT2A) acetyltransferase inhibition; Potency, µM (top dose mostly 58.9 µM), for the others: top-dose activity change, negative = inhibition, hits mostly inhibitors; 390,000 tested, 0.21% active; GCN5L2 HAT assay, ThioGlo1 CoA-SH fluorescence
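Titration-based screen in which CoA formation is detected via maleimide probe ThioGlo1 (50uM) turning fluorescent on thiol reaction; substrates H3(1-25) 75uM and acetyl-CoA 70uM, GCN5L2 20nM, 20 min incubation at room temperature.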
TDP1 block = blocks human tyrosyl-DNA phosphodiesterase 1; Q9NUW8; recombinant TDP1, AlphaScreen DNA substrate cleavage; Potency, µM (highest dose often 130 µM), without a hit: at the top dose activity change, negative = inhibition, most hits filed as inhibitors; 350,000 tested, 0.28% active; AID 485290; note: nearly all actives have a fitted effect of over 40% in size
Target sequence (Q9NUW8 whole entry, looked up): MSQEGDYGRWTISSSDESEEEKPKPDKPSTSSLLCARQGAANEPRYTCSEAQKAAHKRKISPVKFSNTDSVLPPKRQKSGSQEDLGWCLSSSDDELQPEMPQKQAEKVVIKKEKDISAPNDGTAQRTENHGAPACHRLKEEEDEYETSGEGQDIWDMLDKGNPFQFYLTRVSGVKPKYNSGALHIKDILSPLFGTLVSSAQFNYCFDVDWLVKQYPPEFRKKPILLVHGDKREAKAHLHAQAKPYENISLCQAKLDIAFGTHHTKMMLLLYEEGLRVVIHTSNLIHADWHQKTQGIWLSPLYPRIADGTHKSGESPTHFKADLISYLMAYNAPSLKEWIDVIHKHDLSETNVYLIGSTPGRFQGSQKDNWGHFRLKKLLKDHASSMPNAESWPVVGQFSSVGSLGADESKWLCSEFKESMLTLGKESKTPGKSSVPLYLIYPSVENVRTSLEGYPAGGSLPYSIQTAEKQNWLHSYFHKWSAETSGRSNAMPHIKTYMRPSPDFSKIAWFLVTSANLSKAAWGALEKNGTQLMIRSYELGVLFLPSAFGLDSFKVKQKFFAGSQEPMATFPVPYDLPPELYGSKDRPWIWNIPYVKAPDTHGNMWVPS
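Tdp1 1 nM final; 15 min RT w/ cpd; substrate 15 nM, 5 min; beads 10 ug/ml, 10 min; AlphaScreen read. Neg ctrl: no enzyme.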
TDP1 cell noCPT = qHTS for Inhibitors of human tyrosyl-DNA phosphodiesterase 1 (TDP1): qHTS in cells in absence of CPT; 420,000 tested, 15% active; DT40 Tdp1-/- hTDP1 cells, no CPT, ATP luminescence, 48 h; Potency, µM (top dose mostly 46.2 µM), inactives show top-dose activity change, negative = growth inhibition, actives largely listed as inhibitors; note: nearly all actives have a fitted effect of over 55% in size
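Compound effects on proliferation are scored in DT40 Tdp1-/-;hTDP1 cells in the absence of CPT. ATP levels (CellTiter-Glo luminescence) are recorded after a ≥48 hr, 37 °C incubation.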
* marks the source's active call; other numbers are inactive results; ? = inconclusive; nt = not tested or not shown; [ ] = another dose, or the depositor's remark. Calls come from the whole dose curve; as a rule, active = well fitted curve in the direction sought with a large enough effect; inconclusive = small, poorly fitted or top-dose-only effect, or another doubt; inactive = no such curve, though single readings can be large; an effect the other way counts as inactive or inconclusive. % is set by controls: 0 for no effect and ±100 for the full control effect; potency is the fitted concentration of half-maximal effect. A portion of the library, so the mix of outcomes need not match the whole.

SMILES	GCN5L2 inh	TDP1 block	TDP1 cell noCPT
COc1ccc(N(CC(=O)NCc2ccc(Cl)cc2)S(=O)(=O)c2c(C)noc2C)cc1	-8%	5%	?
NC(=O)COC(=O)c1cc(Cl)cc(Cl)c1N	3%	3%	-9%
CCc1cccc(CC)c1NC(=S)N1CCn2cccc2C1c1cccnc1 (centres undefined)	-1%	3%	?
COCn1c(C(O)c2ccccc2)cc2ccccc21 (centres undefined)	-13%	nt	5%
CCn1c(SCC(=O)N2CCc3ccccc3C2)nc2c1c(=O)n(C)c(=O)n2C	-3%	3%	-26%
COc1ccc(C(=O)N2CCN(c3ccccc3OC)CC2)cc1	-3%	2%	-1%
N#Cc1cnc(NCc2ccc(Cl)cc2Cl)nc1	23%	nt	3%
Cc1nc2ccccc2c2c1C(=O)N(C)C2=O	-6%	3%	-10%
CCN(C(=O)COC(=O)c1c(-c2ccccc2)noc1C)C1CCS(=O)(=O)C1 (centres undefined)	3%	-6%	-13%
CCC(C)(C)NC(=O)CSc1nc(Cc2ccccc2)nc2ccccc12	-14%	nt	?
C#CCOCCOCCOCCNc1nc(N2CCN(C(=O)Cn3cc(CCCN=C(N)N)nn3)CC2)nc(N2CCN(C(=O)[C@H]([C@@H](C)O)n3cc(CCCCN)nn3)CC2)n1	-7%	0%	0%
Cn1c(=O)c(=O)n(C)c2cc(S(=O)(=O)Nc3ccc(Cl)c(C(F)(F)F)c3)ccc21	-7%	-2%	-2%
COc1ccc(-c2cn3nc(N4CCCC(C(=O)Nc5cc(C)ccc5C)C4)sc3n2)cc1 (centres undefined)	-8%	-1%	16µM*
CN(Cc1ccccc1)C(=O)c1nc[nH]c1C(=O)N1CCN(C(=O)OC(C)(C)C)CC1	-2%	1%	-15%
O=C(NC1CCC(O)CC1)c1ccc(S(=O)(=O)NCc2ccco2)cc1 (centres undefined)	-2%	7%	-16%
COc1ccc(S(=O)(=O)N(CC(=O)NCc2ccccn2)Cc2ccccc2)cc1	0%	7%	-15%
Cc1cc(C[n+]2ccccc2)c2nsnc2c1	-14%	-1%	22µM*
Cc1csc(NS(=O)(=O)c2ccc(Cl)cc2)n1	2%	nt	11%
CC(=O)NC1=NN(C(C)=O)C(c2ccccc2)S1 (centres undefined)	-10%	8%	?
CCc1ccc(CNC(=O)CCc2nnc(CCc3ccc(OC)cc3)o2)nc1	39%[activator]	-5%	-26%
Cc1ccc(C)c(OCCC(=O)OCC(=O)NC(=O)NC2CCCCC2)c1	-10%	-5%	-24%
CC(NC(=O)CCn1c(=S)[nH]c2ccsc2c1=O)c1ccccc1 (centres undefined)	0%	2%	0%
CCCC(=O)Nc1nnc2n1CCS2	-3%	9%	0%
Cc1ccc(S(=O)(=O)N2C[C@@H]3[C@H]4CC[C@H](C4)[C@@H]3[C@@H](C)[C@@H]2c2ccco2)cc1	-9%	4%[56.1 µM]	?

Compounds above with an NH in an aromatic ring, in the order listed:
SMILES	GCN5L2 inh	TDP1 block	TDP1 cell noCPT
CN(Cc1ccccc1)C(=O)c1nc[nH]c1C(=O)N1CCN(C(=O)OC(C)(C)C)CC1	-2%	1%	-15%
CC(NC(=O)CCn1c(=S)[nH]c2ccsc2c1=O)c1ccccc1 (centres undefined)	0%	2%	0%

Pulled by compound from the entries so far:
SMILES	GCN5L2 inh	TDP1 block	TDP1 cell noCPT
Cc1csc(NS(=O)(=O)c2ccc(Cl)cc2)n1	2%	nt	11%
Cc1ccc(S(=O)(=O)N2C[C@@H]3[C@H]4CC[C@H](C4)[C@@H]3[C@@H](C)[C@@H]2c2ccco2)cc1	-9%	4%[56.1 µM]	?
CCc1ccc(CNC(=O)CCc2nnc(CCc3ccc(OC)cc3)o2)nc1	39%[activator]	-5%	-26%

Going on with the list.
SMILES	GCN5L2 inh	TDP1 block	TDP1 cell noCPT
Clc1ccc2c(N/N=C/c3ccc(Br)cc3)ccnc2c1	-4%	3%	?
CN(C(=O)CCCN1C(=O)c2cccc3cccc(c23)C1=O)c1ccccc1	-4%	-1%	?
COC(=O)C1(C(F)(F)F)N=C(N(C)C)OC(N(C)C)=N1	0%	-2%	0%
Oc1ccc(/C=N/NC2=NCCCCC2)c(O)c1	-8%	0%	5%
O=C(N/N=C/c1cccnc1)c1ccccc1NS(=O)(=O)c1cccs1	-7%	3%	2%
C[C@H]1CN([C@@H](C)CO)C(=O)Cc2cc(NS(C)(=O)=O)ccc2O[C@@H]1CN(C)CC1CC1	2%	0%	-11%
Cc1cc(CN2CCCCC2C(=O)Nc2ccc(Oc3cccnc3)cc2)oc1C (centres undefined)	-6%	6%	?
CC(C)C(=O)Nc1cccnc1	44%[activator]	8%	4%
c1ccc2c(c1)oc1c(NCCN3CCOCC3)ncnc12	-15%	1%	-13%
CN(C)CCCN(C(=O)c1ccc(Br)s1)c1nc2ccc(F)cc2s1	-10%	9%	?
COc1ccc(N2CCN(S(=O)(=O)c3ccc4c(c3)NC(=O)C(C)S4)CC2)cc1 (centres undefined)	1%	5%	?
CC(=O)c1ccc(NC(=O)C(C)OC(=O)CCCN=C2NS(=O)(=O)c3ccccc32)cc1 (centres undefined)	-4%	1%[0.505 µM]	-4%
CCOC(=O)c1c(N)n(-c2cc(C)cc(C)c2)c2nc3ccccc3nc12	-6%	0%[12.3 µM]	?
COC(=O)c1ccccc1NC(=O)c1nc(S(=O)(=O)Cc2ccccc2F)ncc1Cl	-4%	5%	?
O=C(Nc1cccc(C(=O)N2CCCC2)c1)c1ccccc1Cl	-8%	5%	2%
CC1CCc2c(C(=O)Nc3ccc(N4CCOCC4)cc3)csc2C1 (centres undefined)	-9%	5%	?
COc1ccc(/C=C/C(=O)Nc2nc(C)c(C(=O)N(C)C)s2)cc1	-7%	1%	12%
COc1ccc(CC(=O)NC2CC(=O)N(c3ccc(C)c(C)c3)C2)cc1OC (centres undefined)	-4%	3%	-22%
O=C(c1ccccc1)N(C1=NCCCCS1)c1ccccc1	9%	0%	-3%
CC(C)(C)NC(=O)/C(=C\c1cccnc1)NC(=O)c1ccco1	2%	1%	5%
Cc1c(C)n(Cc2ccc(F)cc2)c2ccc(C(=O)NCc3ccco3)cc12	-9%	0%	?
CCCn1cc(NC(=O)C2CC(c3cccc(Br)c3)=NO2)cn1 (centres undefined)	-4%	2%	?
CCc1nnc(NS(=O)(=O)c2ccc(NC(=S)NC(=O)c3ccc(OC)cc3)cc2)s1	5%	0%	-1%
CC1CCCC(C)N1/N=C/c1cc(Br)cc(Br)c1O (centres undefined)	-18%	5%	6%
C=CCOc1ccc(/C(O)=C2/C(=O)C(=O)N(CCCn3ccnc3)C2c2cccs2)cc1 (centres undefined)	-10%	-3%	11%
N/C(=N\OC(=O)COc1ccc2ccccc2c1)c1ccncc1	-8%	0%	?
CCCN(CCC)c1ccc(C2N=C(N)Nc3nc4ccccc4n32)cc1 (centres undefined)	2%	6%	16µM*
Nc1nnc(SCC(=O)OCC(=O)c2ccccc2Br)s1	1%	2%	?
COc1ccc(CNC(=O)C(C)OC(=O)CO/N=C(\C)c2ccc3c(c2)OCO3)cc1 (centres undefined)	-18%	-2%	-9%
O=C(CN1C=NS(=O)(=O)c2ccc(C(F)(F)F)cc21)Nc1cccc(C(F)(F)F)c1	-2%	3%	5%
CCN(CC)C(=O)c1cc(Cl)ccn1	-4%	1%	-24%
COCCn1c(=O)c(-c2ccccc2)nc2cnc(OC)nc21	-28%	nt	-8%
O=C(COC(=O)c1cccc([N+](=O)[O-])c1)c1ccc2c(c1)OCO2	0%	-8%[0.505 µM]	nt
Cc1cccc(-n2nc3c(c2NC(=O)c2ccc(S(=O)(=O)N4CCOCC4)cc2)CSC3)c1C	-1%	-5%	-27%
O=C(CCN1C(=O)[C@@H]2Cc3ccccc3CN2C1=O)N[C@@H](C(=O)O)c1ccccc1	-26%	nt	-1%
Cc1cc(NS(=O)(=O)c2ccc(NC(=O)c3cnc4scc(C)n4c3=O)cc2)nc(C)n1	-9%	3%	4%

Three structures already listed, arranged by length of the SMILES, lowest first.
SMILES	GCN5L2 inh	TDP1 block	TDP1 cell noCPT
Nc1nnc(SCC(=O)OCC(=O)c2ccccc2Br)s1	1%	2%	?
CCCN(CCC)c1ccc(C2N=C(N)Nc3nc4ccccc4n32)cc1 (centres undefined)	2%	6%	16µM*
C=CCOc1ccc(/C(O)=C2/C(=O)C(=O)N(CCCn3ccnc3)C2c2cccs2)cc1 (centres undefined)	-10%	-3%	11%

Further entries follow:
SMILES	GCN5L2 inh	TDP1 block	TDP1 cell noCPT
Cc1cccn2c(=O)c(C=NCCO)c(NCc3ccco3)nc12	-4%	0%	-15%
O=C(N(c1ccccn1)c1ccccn1)C12CC3CC(CC(Cl)(C3)C1)C2	-5%	0%	-19%
COC(=O)c1cnc2c(c1C(=O)OC)c(=O)n(C)c(=O)n2C	-4%	-3%	-6%
CCC(C)Sc1nc2c(c(=O)[nH]c(=O)n2C)n1C (centres undefined)	-4%	3%	-17%
Cc1oc(-c2ccc3c(c2)OCCO3)cc1C(=O)NC(Cc1ccccc1)C(=O)O (centres undefined)	-6%	nt	-9%
Cc1nnc2ccc(-c3ccc(NC(=O)Cc4cccs4)cc3)nn12	3%	nt	?
Cc1nn(C(C)C(=O)O)c(=O)c2ccccc12 (centres undefined)	-1%	-3%	-11%
COc1ccc(OC)c(S(=O)(=O)Nc2cccnc2)c1	3%	7%	-26%
COc1cc2cc(CCOC(=O)N3CCCCC3)oc(=O)c2cc1OC	-1%	1%	?
CN(C)CC(O)CN(c1ccccc1)c1ccccc1 (centres undefined)	-3%	nt	?
O=C(Nc1ccc(N2CCCC2)cc1)c1ccccc1F	-2%	10%[56.1 µM]	?
CN(c1ccccc1)c1nc(N)c([N+](=O)[O-])c(NC2CCCCC2)n1	-6%	nt	?
COc1ccc(CN(CC(=O)NCc2ccc(F)cc2)C(=O)CCC(=O)Nc2ccccn2)cc1	-4%	0%	?
CCOC(=O)c1c(CS(=O)(=O)c2ccccc2)n(C)c2cc(Br)c(O)c(CN(C)C)c12	-4%	-2%	13µM*
Cc1ccc(C)c(S(=O)(=O)NCC(=O)Nc2ccc3c(c2)OCO3)c1	-20%	3%	17%
COc1ccc(C(=O)Nc2cc(Cl)ccc2-n2cncn2)c(OC)c1OC	-1%	0%	-16%
COC(=O)c1sccc1NC(=O)c1c(Cl)cnn1C	?	1%	5%
CCOc1cccc(N2C(=O)CC(NCc3ccc(S(N)(=O)=O)cc3)C2=O)c1 (centres undefined)	-1%	1%	7%
COC(=O)C1=C(NC(=O)COc2ccc(Cl)cc2Cl)CCS1	18%	3%	-17%
Cc1ccc2nc(CSc3nnc(NC(=O)c4ccc(C(C)(C)C)cc4)s3)cc(=O)n2c1	-6%	3%	0%
COc1ccccc1COCC(O)CNCCc1ccc(C(F)(F)F)cc1 (centres undefined)	-1%	nt	?
Cc1ccc(NC(=O)c2ccccc2)cc1C	-1%	-4%	-11%
COc1cccc2sc3cc(NCCCN4CCOCC4)ccc3c(=O)c12	?	0%	?
Cn1c(NCc2cccc(Cl)c2)nc2ccccc21	0%	5%	?

Just TDP1 cell noCPT, for some of the entries so far:
Molecule	TDP1 cell noCPT
CCOc1cccc(N2C(=O)CC(NCc3ccc(S(N)(=O)=O)cc3)C2=O)c1 (centres undefined)	7%
COC(=O)C1=C(NC(=O)COc2ccc(Cl)cc2Cl)CCS1	-17%

Next section
SMILES	GCN5L2 inh	TDP1 block	TDP1 cell noCPT
CC1C/C(=C\c2cccnc2)C(=O)/C(=C/c2cccnc2)C1 (centres undefined)	-1%	4%	0.73µM*
CN(C)/C=N/n1cnc2ccccc2c1=O	-4%	nt	-10%
CSc1nc(S(=O)(=O)c2ccc(C)cc2)c(Cl)s1	-5%	1%	0%
COc1ccc(CCN(C)C(=S)NC(=O)c2ccc(F)cc2Cl)cc1OC	4%	8%	?
CCN(CC)S(=O)(=O)c1ccc(C(=O)Nc2ncn(Cc3ccccc3)n2)cc1	-11%	4%	-2%
COc1cc2sc(NC(=O)c3ccco3)nc2cc1Cl	-5%	nt	17%
CCc1c(C)nc(N)n2c(SCC(=O)NC3CCCCC3)nnc12	-1%	nt	-7%
